# 12-LOX inh = ALOX12 (human) lipoxygenase inhibition; purified 12hLO, xylenol orange hydroperoxide absorbance; Potency, µM (titrated, usually from 108 µM), for inactives: at the top dose activity change, negative = inhibition, usual class: inhibitors; hit rate 1.1% among 580,000; active = well fitted inhibition curve with a large enough effect; inconclusive = small, poorly fitted or top-dose-only effect, or another doubt; inactive = no such curve, though single readings can be large or run the other way
# Target sequence (P18054 whole entry, looked up): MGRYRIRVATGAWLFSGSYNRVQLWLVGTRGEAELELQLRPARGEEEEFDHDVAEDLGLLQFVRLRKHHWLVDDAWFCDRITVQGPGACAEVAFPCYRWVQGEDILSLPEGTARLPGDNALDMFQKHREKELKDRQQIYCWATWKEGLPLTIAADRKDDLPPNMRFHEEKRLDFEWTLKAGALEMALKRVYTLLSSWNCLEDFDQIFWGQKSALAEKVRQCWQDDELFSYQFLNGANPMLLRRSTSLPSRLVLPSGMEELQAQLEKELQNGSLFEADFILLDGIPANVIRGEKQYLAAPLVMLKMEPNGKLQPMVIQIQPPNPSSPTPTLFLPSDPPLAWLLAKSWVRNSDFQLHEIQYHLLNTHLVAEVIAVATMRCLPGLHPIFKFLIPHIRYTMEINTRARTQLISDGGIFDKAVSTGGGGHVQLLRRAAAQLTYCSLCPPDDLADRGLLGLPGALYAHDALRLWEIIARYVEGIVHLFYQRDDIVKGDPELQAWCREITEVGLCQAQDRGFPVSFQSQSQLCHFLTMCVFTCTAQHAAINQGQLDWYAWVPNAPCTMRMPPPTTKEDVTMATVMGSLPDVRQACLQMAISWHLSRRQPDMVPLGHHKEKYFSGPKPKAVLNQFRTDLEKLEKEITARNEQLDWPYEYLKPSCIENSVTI
#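 Purified human 12hLO at 150 nM in 25 mM Hepes, 0.01% Triton X-100, pH 7.0, preincubated 15 min at room temperature with compound. Reaction started with 40 uM arachidonic acid, 30 min at room temperature. Hydroperoxide measured by Fe-xylenol orange, 573/405 nm absorbance ratio.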
# Starred values were filed as active, the others as inactive; ? = inconclusive; [ ] = remark or other dose. % is set by controls: 0 for no effect and ±100 for the full control effect; potency is the fitted concentration of half-maximal effect.
cpd | 12-LOX inh | molecule
1 | 12% | CCNC(=O)c1cc(-c2ccccc2)nc2ccccc12
2 | 9% | CC(C)c1ccc(NC(=O)c2ccc(CN3C(=O)NC4(CCOCC4)C3=O)cc2)cc1
3 | 6% | O=C(Nc1ccc(SC2CCCC2)cc1)C1CC1
4 | 4% | O=C1CC(c2ccccc2)N(Cc2ccncc2)CCCN(C(=O)NCCc2ccccc2)CCN1 (stereo not drawn)
5 | 0% | CC12CC(C)(C)C(C#N)(C(N)=C1C#N)C(=C(C#N)C#N)N2 (stereo not drawn)
6 | ? | O=C(NC1CC1)C1(c2ccc(Br)cc2)CCCC1
7 | 4% | N#Cc1ccc(Cc2cnc(NC(=O)c3ccc(Cl)o3)s2)c(C(F)(F)F)c1
8 | 36%[activator] | COCC1CN(C2CCC2)CC12CCN(C(=O)c1ccc(F)cc1)CC2 (stereo not drawn)
9 | -3% | COC[C@@H]1CN(S(=O)(=O)c2ccc(C)cc2C)C[C@H]1C(N)=O
10 | ? | CC1Cc2ccccc2N1S(=O)(=O)c1cc(Cl)ccc1Cl (stereo not drawn)
11 | 10% | CCN1CC2(CCN(C(=O)CC(Cc3ccccc3)c3ccco3)CC2)CC1=O (stereo not drawn)
12 | 5% | CCCCOCC1CN(CCCC)S(=O)(=O)c2c(Oc3ccc(SC)c(C)c3)cccc2O1 (stereo not drawn)
13 | 0% | CCN1CCN(c2c(Cl)cccc2NC(=O)c2ccc([N+](=O)[O-])o2)CC1
14 | 4% | COc1ccc(-n2nc(C3CCCN(C(=O)c4ccccc4F)C3)[nH]c2=O)cc1 (stereo not drawn)
15 | -5% | COc1ccc(-n2c(=O)c(C#N)cc3c(=O)n4cccc(C)c4nc32)cc1
16 | -29%[176 µM] | COc1ccc(-c2cc(C[C@@H]3C[C@H](NC(=O)c4ccccc4)C3(C)C)no2)cc1
17 | 20% | CC(C)NC(=O)C1(C)CN(S(C)(=O)=O)CC(=O)N1CCCn1ccnc1 (stereo not drawn)
18 | -13% | COc1ccc(Oc2c(C)oc3cc(OCC(=O)N4CCCCCC4)ccc3c2=O)cc1
19 | ? | COc1ccc(OC)c(NC(=O)c2cc(=O)[nH]c3ccccc23)c1
20 | ? | COc1ccc(CNc2cc(-c3cccc(C#N)c3)ncn2)c(OC)c1
21 | -6% | CCOC(=O)c1nc2ccccc2nc1N1CCN(C(=O)c2ccc(C)cc2)CC1
22 | ? | CCCC(C)NC(=O)c1cc(Br)c(Br)s1 (stereo not drawn)
23 | ? | COc1ccc(C2CC(=O)C3=C(C2)OC(N)=C(C#N)C3c2cccc(Br)c2)cc1 (stereo not drawn)
24 | 9% | COc1ccc2cc(C(=O)NCc3cccnc3-n3cccn3)c(C)nc2c1
25 | -6%[22.9 µM] | CC(=O)N(CC(O)CN(C(C)=O)c1c(I)c(C(=O)NCC(O)CO)c(I)c(C(=O)NCC(O)CO)c1I)c1c(I)c(C(=O)NCC(O)CO)c(I)c(C(=O)NCC(O)CO)c1I (stereo not drawn)
26 | -22% | CCCNC(=O)N1CC(Oc2cccc(-c3nc(-c4ccccc4)no3)c2)C1
27 | -22% | Cc1cccc(N2/C(=N/c3nc(C)cc(C)n3)NC(=O)CC2C(=O)O)c1 (stereo not drawn)
28 | ? | Cn1ccnc1C(NC(=O)Cc1ccc(-c2ccccc2)cc1)c1ccc(Cl)cc1 (stereo not drawn)
29 | 47%[activator] | COc1ccc(-n2cc(-c3ccnc(N(C)Cc4cnccn4)n3)cn2)cc1
30 | 6%[176 µM] | CN1CCOc2c(C(=O)NCCC(N)=O)cc(-c3ccccc3OC(F)(F)F)cc21
31 | 14% | Cn1nc(C(=O)OC2CCCCCC2)c2ccccc2c1=O
32 | 4% | O=C(NC1CCCN(c2cc(-c3ccccc3)[nH]n2)C1)c1cccc(Br)c1 (stereo not drawn)
33 | ? | COc1cc(C(=O)OCCOc2ccccc2F)cc(OC)c1OC
34 | ? | COC(=O)c1c(C)[nH]c(-c2ccc(F)cc2OC)c1C1C(=O)Nc2ccc(F)cc21 (stereo not drawn)
35 | 14%[176 µM] | COc1cccc(C(O)c2nc(C(=O)Nc3ccc4c(c3)NC(=O)CO4)c(C)o2)c1 (stereo not drawn)
36 | 91%[activator][176 µM] | CC(=O)N(C)Cc1ccccc1C(F)(F)F
37 | 76%[activator] | COc1ccc(-c2nc(C3CN(C(=O)c4cc(F)cc(F)c4)C3)no2)cc1
38 | -30% | O=C(COc1ccccc1Cl)N(Cc1ccco1)c1ccccn1
39 | 1% | COc1ccc(C)cc1CN(C)C(=O)C1CCN(C(=O)c2cccc3ccccc23)CC1
40 | 30%[activator] | CCOc1ccc(NC(=O)/C=C/c2ccccc2)cc1
41 | 2% | CCCCCC1CCC(C(=O)Oc2ccc(C#N)cc2)CC1 (stereo not drawn)
42 | -3% | CC(C)(CNC(=O)C1CCN(C(=O)c2ccc(F)cc2)CC1)N1CCCCC1
43 | -8% | COc1cccc(CN2CCC3(CC2)c2[nH]c4ccccc4c2CCN3C)c1
44 | 6% | Cc1cc(N2CCCCS2(=O)=O)cc(C)c1S(=O)(=O)NCc1ccccn1
45 | -13% | COc1ccc(C(C)NC(=O)c2noc(-c3ccc4c(c3)OCO4)n2)cc1 (stereo not drawn)
46 | 8% | Fc1ccc(C2Cn3nnc(-c4nc(-c5ccc6c(c5)OCO6)no4)c3CO2)cc1 (stereo not drawn)
47 | 12% | CN(Cc1cccnc1)C(=O)CCC1CCN(C(=O)c2ccccc2)CC1
48 | ? | CCC(=O)Nc1nc2c(C)cc(NS(=O)(=O)c3cccc(Cl)c3C)cc2s1

# Numbers 37 to 42, quoted:
cpd | 12-LOX inh | molecule
37 | 76%[activator] | COc1ccc(-c2nc(C3CN(C(=O)c4cc(F)cc(F)c4)C3)no2)cc1
38 | -30% | O=C(COc1ccccc1Cl)N(Cc1ccco1)c1ccccn1
39 | 1% | COc1ccc(C)cc1CN(C)C(=O)C1CCN(C(=O)c2cccc3ccccc23)CC1
40 | 30%[activator] | CCOc1ccc(NC(=O)/C=C/c2ccccc2)cc1
41 | 2% | CCCCCC1CCC(C(=O)Oc2ccc(C#N)cc2)CC1 (stereo not drawn)
42 | -3% | CC(C)(CNC(=O)C1CCN(C(=O)c2ccc(F)cc2)CC1)N1CCCCC1

# (listing goes on)
cpd | 12-LOX inh | molecule
49 | 11% | O=C(c1cc2cc(Br)ccc2oc1=O)N1CCc2ccccc2C1
50 | -6% | COC1CCC(C(=O)N2CCCn3nc(C)c(-c4ccccc4Oc4ccccc4)c32)CC1 (stereo not drawn)
51 | -32%[176 µM] | C[C@H](O)c1onc(-c2ccc(F)cc2)c1C(=O)N1CCCC1
52 | ? | CC1=C(C(=O)OCc2ccccc2)C(c2ccc(-c3ccccc3)cc2)NC(=O)N1CCCC(=O)O (stereo not drawn)
53 | 15%[176 µM] | CC(C)(C)c1ccnc(N[C@H]2CO[C@H]3[C@@H]2OC[C@@H]3NC(=O)NCc2ccccc2)n1
54 | -43% | COc1ccc(S[C@]2(C(=O)N3CCCC3)CC(=O)N(c3ccc(Cl)cc3)[C@@H]2c2ccc(OC)cc2)cc1
55 | 4%[12.5 µM] | CC(C)(C)c1ncc(-c2ccccc2)[nH]1
56 | 47%[activator] | CCCN(C)c1nccnc1OC1CCN(C(=O)CC(C)C)C1 (stereo not drawn)
57 | ? | CC(C)[C@H]1CN(CCC(=O)O)C[C@@H]1NC(=O)CCC1CCCC1
58 | -24%[176 µM] | O=C(N1CCOCC1)N1CCOC[C@H]1c1ncc(-c2ccc(OC(F)(F)F)cc2)[nH]1
59 | 20% | CCC(Oc1ccccc1F)C(=O)Nc1ccc(OC)c2ncccc12 (stereo not drawn)
60 | -4% | O=C(CCc1ccccc1)Nc1ccc(Cc2ccncc2)cc1

# Among those listed so far, these have a COOH group.
cpd | 12-LOX inh | molecule
27 | -22% | Cc1cccc(N2/C(=N/c3nc(C)cc(C)n3)NC(=O)CC2C(=O)O)c1 (stereo not drawn)
52 | ? | CC1=C(C(=O)OCc2ccccc2)C(c2ccc(-c3ccccc3)cc2)NC(=O)N1CCCC(=O)O (stereo not drawn)
57 | ? | CC(C)[C@H]1CN(CCC(=O)O)C[C@@H]1NC(=O)CCC1CCCC1

# Three of the compounds above, tab-delimited.
entry	Compound	12-LOX inh
49	O=C(c1cc2cc(Br)ccc2oc1=O)N1CCc2ccccc2C1	11%
23	COc1ccc(C2CC(=O)C3=C(C2)OC(N)=C(C#N)C3c2cccc(Br)c2)cc1 (stereo not drawn)	?
60	O=C(CCc1ccccc1)Nc1ccc(Cc2ccncc2)cc1	-4%

# Next records:
cpd | 12-LOX inh | molecule
61 | 45µM* | Cc1ccccc1[C@H]1C[C@@H](O)[C@@H](O)[C@@H]1NC(=O)c1nc2ccccc2s1
62 | 5% | CC(C)CC(NC(=O)Cc1n[nH]c(=O)c2ccccc12)c1ccccc1 (stereo not drawn)
63 | 40µM* | c1cncc(-c2cc(NCc3cccs3)ncn2)c1
64 | 11% | CC(C)(C)C(=O)N1CC[C@@H](CC(=O)O)[C@@H](CCN2CCC(n3c(=O)[nH]c4ccccc43)CC2)C1
65 | 36% | Cc1ccc(CN2CCCOCCNC(=O)[C@@H]3CCCC[C@@H]32)s1
66 | -15% | Cc1nc2ccccc2nc1CS(=O)(=O)C(C)C(=O)NCC(C)C (stereo not drawn)
67 | -60% | N#CCc1ccc(OCc2cccc(N)c2)cc1
68 | 36% | COCCO[C@H]1C(=O)N(C2CCN(C(=O)NC(C)C)CC2)[C@H]1c1ccncc1
69 | 66%[activator][176 µM] | Cc1noc([C@@H]2Cc3nc[nH]c3CN2C(=O)Nc2ccccc2)n1
70 | 38% | Cc1cccc(-c2cccc3c4c([nH]c23)[C@@H]2C[C@H](N(C)C(=O)c3cccc(Cl)c3)[C@H]([C@H](C)O)CN2CC4)c1
71 | 95%[activator] | Cc1c(C(=O)NCc2cncn2CC(C)C)oc2c(F)cccc12
72 | 1% | O=S(=O)(c1cccc2nsnc12)N1CCCC1c1ccc(F)cc1 (stereo not drawn)

# The list is partial; the hit share may differ from the screen's.
